TRAIL sens C8: viability loss with TRAIL in NB7+C8 cells, primary screen, TRAIL sensitizer project, cell-based, ATPlite luminescence; inhibition (viability loss, TRAIL sensitization), % at 10 µM; hit rate 1% among 360,000;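 active = compounds causing at least 50% loss of cell viability in the single-dose screen, relative to plate controls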
COUP-TFII inh: NR2F2 transcriptional activity inhibitors, primary screen, cell-based, luciferase reporter, HEK293T, luminescence; COUP transcription factor 2 (Homo sapiens), P24468; HEK293T NGFI-A luciferase reporter; inhibition, % at 8.6 µM; hit rate 0.7% among 370,000; AID 686940, 2013;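 active = inhibition above a per-plate cutoff, mean inhibition of test wells between control levels plus 3 SD, cut at about 38% in these data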;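 also: cells cotransfected with COUP-TFII expression vector driving the NGFI-A reporter; 0% = median of COUP-TF2 test wells and 100% = reporter-only cells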
Target sequence (P24468 whole entry, looked up): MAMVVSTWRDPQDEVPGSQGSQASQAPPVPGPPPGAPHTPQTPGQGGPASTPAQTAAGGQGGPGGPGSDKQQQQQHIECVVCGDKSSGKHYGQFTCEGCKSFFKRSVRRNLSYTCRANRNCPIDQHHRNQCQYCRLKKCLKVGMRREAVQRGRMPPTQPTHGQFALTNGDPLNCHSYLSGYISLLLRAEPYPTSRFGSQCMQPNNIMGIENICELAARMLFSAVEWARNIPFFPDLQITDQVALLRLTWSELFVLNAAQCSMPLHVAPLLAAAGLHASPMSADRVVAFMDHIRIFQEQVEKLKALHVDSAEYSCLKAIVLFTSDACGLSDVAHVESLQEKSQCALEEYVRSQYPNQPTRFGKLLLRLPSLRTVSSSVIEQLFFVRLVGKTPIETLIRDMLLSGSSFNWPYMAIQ
LRH-1 inv ag: LRH-1 (NR5A2) inverse agonists, primary screen, cell-based, luminescence, HEK293T, StAR-luciferase reporter | Nuclear receptor subfamily 5 group A member 2 (Homo sapiens), O00482 | LRH-1 transfected, 24 h | inhibition, % at 3.6 µM | hit rate 0.13% among 360,000;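 active = inhibition above the mean inhibition of all tested compounds plus 3 SD, cut at about 73% in these data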;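 also: 0% = DMSO wells and 100% = reporter-only cells lacking LRH-1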
TROY NFkB inh: inhibitors of TROY-driven NF-kB signaling, primary screen, Q293 LMP1-TROYcd cells, NF-kB luciferase, uHTS; Q293 LMP1-TROYcd NF-kB luciferase reporter, 4 h; inhibition, % at 10 µM; hit rate 0.98% among 360,000; AID 1347056, 2019;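 active = compounds whose plate-normalised and pattern-corrected inhibition of the luciferase reporter signal at the single screening dose is 50% or more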
NOD2 RIPK2 PPI: NOD2-RIPK2 binding disruptors in cells, primary screen, fluorescence, CHO cells, BLA complementation | Receptor-interacting serine/threonine-protein kinase 2 (Homo sapiens), O43353 | CCF4 ratio | inhibition, % at 4.98 µM | hit rate 0.38% among 360,000 | AID 624267, 2012; in the data active = inhibition above about 21%;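 also: 0% = vehicle only and 100% = reference blocker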
Target sequence (O43353 whole entry, looked up): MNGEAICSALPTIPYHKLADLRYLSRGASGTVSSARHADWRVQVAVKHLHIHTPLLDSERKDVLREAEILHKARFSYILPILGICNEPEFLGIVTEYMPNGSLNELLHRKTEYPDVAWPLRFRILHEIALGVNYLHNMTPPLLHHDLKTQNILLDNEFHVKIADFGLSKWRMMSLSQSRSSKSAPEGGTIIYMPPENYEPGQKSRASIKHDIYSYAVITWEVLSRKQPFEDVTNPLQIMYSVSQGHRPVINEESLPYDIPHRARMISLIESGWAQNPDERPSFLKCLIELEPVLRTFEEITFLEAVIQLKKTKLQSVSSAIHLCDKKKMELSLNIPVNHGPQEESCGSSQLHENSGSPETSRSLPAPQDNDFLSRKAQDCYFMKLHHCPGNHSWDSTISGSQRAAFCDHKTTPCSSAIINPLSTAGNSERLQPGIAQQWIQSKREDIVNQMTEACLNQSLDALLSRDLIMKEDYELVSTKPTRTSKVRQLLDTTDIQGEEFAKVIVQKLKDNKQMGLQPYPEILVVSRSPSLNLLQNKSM
EBV LMP1 NFkB: EBV LMP1-driven NF-kappaB luciferase reporter inhibitors, primary screen, cell-based, luminescence, single point; LMP1-induced NF-kappaB luciferase reporter cells; AID 504558, 2011; hit rate 0.69% among 350,000; inhibition, % at 12.5 µM; in the data active = inhibition above about 41%; inconclusive = no clear call, values can overlap the other calls;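 also: 0% = neutral control wells and 100% = reference inhibitor control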
Vif inh: HIV Vif self-association inhibitors, primary screen, imaging, HEK293T, single point | HEK293T cells, Vif self-association by quenched fluorescence, 24 h | inhibition, % at 7.49 µM | hit rate 0.35% among 340,000; in the data active = inhibition above about 50%, passing the limit was not always enough; inconclusive = no clear call, values can overlap the other calls; inactive = below about 31%; also: some results filed as inactive read as strong as hits
SRC2 inh: inhibition of GAL4-SRC2 driven luciferase reporter, primary screen, SRC2 inhibitor project, cell-based, luminescence; HEK293 GAL4-SRC2 luciferase reporter; inhibition, % at 9 µM; hit rate 0.17% among 370,000;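 active = inhibition above the mean inhibition of all tested compounds plus 3 SD, set per campaign, cut at about 52% in these data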;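 also: 0% = DMSO treated cells and 100% = cells given Gossypol at 36 µM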
SRC3 inh: SRC3 coactivator transcriptional activity inhibitors, primary screen, cell-based, luminescence | Nuclear receptor coactivator 3 (Homo sapiens), Q9Y6Q9 | HEK293 GAL4-SRC3 luciferase reporter | inhibition, % at 3.6 µM | hit rate 0.17% among 360,000;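 active = inhibition above a per-campaign cutoff, the mean of all compounds plus 3 SD, cut at about 60% in these data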;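 also: 0% = DMSO-treated cells and 100% = gossypol-treated cells at 36 µM; higher means less SRC3-driven luciferase light from the GAL4 reporter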
TLR9-MyD88 inh: inhibitors of TLR9-MyD88 association in cells, primary screen, cell-based, CHO, BLA complementation, fluorescence; CCF4 FRET ratio; inhibition, % at 4.98 µM; hit rate 0.21% among 340,000; AID 504734, 2011;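 active = inhibition above the mean over all tested compounds plus 3 SD, cut at about 21% in these data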;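 also: 0% = DMSO only wells and 100% = clavulanate BLA inhibitor control wells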
SRC1 inh: SRC1 coactivator transcriptional activity inhibitors, primary screen, cell-based, luminescence | AID 588354, 2011 | hit rate 0.12% among 360,000 | HEK293 GAL4-SRC1 luciferase reporter | inhibition, % at 3.6 µM;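 active = inhibition above the campaign mean plus 3 SD, with each screening campaign given its own cutoff, cut at about 60% in these data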;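 also: 0% = DMSO treated cells and 100% = gossypol at 36 µM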
The depositor's hits bear a star; ? = inconclusive; / = not tested or not shown. The list is partial, so the mix of outcomes need not match the whole.

Results follow in this order: TRAIL sens C8 | TLR9-MyD88 inh | COUP-TFII inh | SRC3 inh | SRC1 inh | TROY NFkB inh | EBV LMP1 NFkB | NOD2 RIPK2 PPI | Vif inh | SRC2 inh | LRH-1 inv ag
1) Oc1ccc(N=Cc2ccc(O)c(O)c2)cc1
    36 | 5 | / | -10 | -1 | -35 | 0 | -6 | 11 | / | 2
2) Cc1ccccc1C(=O)N1CCC(C(=O)Nc2ccc(C(C)C)cc2)CC1
    4 | -7 | 26 | 7 | 8 | 10 | 6 | -1 | -9 | 23 | 0
3) CNC(=O)c1csc(-c2cccs2)n1
    -9 | -5 | -8 | -7 | -7 | 3 | 39 | 4 | -3 | -25 | -5
4) COc1cc(S(=O)(=O)Nc2c(C)nn(C)c2C)ccc1NC(C)=O
    -9 | 7 | 21 | 6 | -15 | -1 | 8 | -6 | -9 | -31 | -14
5) CC/C(=N\NC(=S)NC(C)C)c1ccc(OC)c(OC)c1
    -13 | / | -16 | 13 | 7 | 10 | 6 | -7 | 4 | 22 | -16
6) CCOC(=O)c1ccc(NS(=O)(=O)c2cn(C)cn2)cc1
    -22 | -8 | -3 | -10 | -7 | -13 | 5 | -5 | 0 | 1 | -3
7) O=C(NCCc1ccc(F)cc1)c1cccs1
    1 | 9 | -24 | -86 | -114 | / | -8 | -10 | -4 | -22 | -97
8) COc1ccc(NC(=O)CCCOc2ccc(C)cc2)cc1S(=O)(=O)N1CCCCC1
    18 | -1 | 2 | 2 | -1 | 19 | 3 | 2 | -18 | 30 | 17
9) CC1=C(C(N)=O)C(c2ccccn2)n2nc(SCc3ccccc3Cl)nc2N1 (stereo unspecified)
    -12 | -8 | -6 | 20 | -6 | -3 | 1 | -13 | 2 | -8 | -1
10) O=C(Nc1ccccc1Cl)c1ccccc1Cl
    -10 | -1 | 0 | -6 | 7 | -38 | -6 | -12 | 3 | -3 | -13
11) O=C(c1cc(COc2c(F)cccc2F)on1)N1CCN(C2CCCCC2)C(=O)C1
    12 | -2 | 8 | 0 | 2 | 3 | -2 | 1 | 18 | -21 | -1
12) CN(C)CCN1CCN([C@H]2CS(=O)(=O)N[C@@H]2COCc2ccccc2)CC1
    -18 | / | 5 | 12 | 5 | -18 | / | 18 | / | 0 | 7
13) CCOc1cccc(/C=N/NC(=O)c2ccc3c(c2)OCCO3)c1O
    34 | 15 | -28 | 11 | 1 | -26 | 7 | -5 | -21 | 25 | -34
14) CC/C(C)=N/Nc1nc2c(c(=O)[nH]c(=O)n2C)n1Cc1ccccc1
    1 | 7 | 23 | 8 | -1 | 6 | 5 | 0 | -1 | 11 | 18
15) Cc1ccc(S(=O)(=O)N2CCN(CCO)CC2)cc1-c1nnc2c3ccccc3c(C)nn12
    21 | -2 | 5 | -5 | 4 | -21 | -2 | 1 | 8 | -1 | -4

Remaining list, next part.
Results follow in this order: TRAIL sens C8 | TLR9-MyD88 inh | COUP-TFII inh | SRC3 inh | SRC1 inh | TROY NFkB inh | EBV LMP1 NFkB | NOD2 RIPK2 PPI | Vif inh | SRC2 inh | LRH-1 inv ag
16) C[C@@H]1CN([C@@H](C)CO)S(=O)(=O)c2ccc(Br)cc2O[C@H]1CN(C)C(=O)C1CCCCC1
    -12 | -4 | 5 | -2 | 8 | 11 | 0 | -13 | -12 | 3 | 5
17) COc1ccc(CNC(=O)Nc2cccs2)cc1OC
    6 | -3 | -8 | 5 | -1 | -18 | -3 | 2 | 56* | 19 | 10
18) CCN1CCN(C(=O)CCNC(=O)Cn2ccc3ccccc3c2=O)CC1
    1 | 10 | -6 | 15 | 6 | 4 | 3 | -2 | 10 | 5 | 8
19) COCCCNC(=S)NCCNc1nc2c(C)c(C)ccc2cc1C#N
    12 | -2 | -14 | 13 | 2 | -12 | 3 | -9 | -15 | -19 | -16
20) CCCCc1c(O)nc(SCC(=O)N2CCCCC2)[nH]c1=O
    -11 | -7 | 0 | 2 | 7 | 3 | -6 | -4 | 0 | 25 | -2
21) CCC1(c2ccccc2)SCC(c2ccccc2)=NC1=O (stereo unspecified)
    -10 | -1 | 13 | -9 | 4 | 3 | 1 | -8 | 10 | -5 | -9
22) CNc1nc(-c2ccccc2)nnc1C(F)(F)F
    7 | -3 | -10 | -12 | -5 | -23 | 4 | -5 | -8 | -2 | -24
23) CCN(CC)CC(=O)Nc1c(Br)ccc2c1OCO2
    41 | -5 | -13 | 0 | -10 | -6 | 1 | -1 | 2 | 12 | -12
24) Cc1ccnc(NC(=O)c2oc3ccccc3c2C)c1
    66* | 2 | -22 | -110 | -129 | 2 | -8 | 5 | -9 | -31 | -81
25) COc1ccc(NC(=O)COC(=O)CCCC2=NS(=O)(=O)c3ccccc3N2)cc1Cl
    -2 | -11 | 18 | -17 | 5 | 12 | -8 | -4 | 4 | -19 | 14
26) Cc1cccc(-c2nc(N)nc(N)n2)c1
    6 | -5 | -9 | -14 | -39 | -14 | -16 | -4 | 15 | -31 | -34
27) Cc1noc(C)c1NC(=O)N(C)C[C@H]1Oc2c(NC(=O)C3CCCCC3)cccc2C(=O)N([C@H](C)CO)C[C@@H]1C
    -26 | -10 | 20 | -2 | 3 | 0 | -23 | 2 | 12 | 2 | -4
28) CCCOc1ccc(Cn2ccnc2)cc1[N+](=O)[O-]
    -8 | -1 | -8 | 7 | -14 | -9 | -16 | -7 | 4 | -11 | -20
29) O=C(O)c1cccc(N/N=C/c2ccc(F)c(F)c2)c1
    -1 | -19 | -30 | -105 | -118 | -77 | -9 | -2 | -14 | -59 | -243
30) CC1(/[N+]([O-])=C/c2ccccc2F)CCCCC1=O (stereo unspecified)
    -1 | 2 | -6 | -6 | -14 | -3 | 5 | -5 | 43 | 0 | -32

(listing goes on)
Results follow in this order: TRAIL sens C8 | TLR9-MyD88 inh | COUP-TFII inh | SRC3 inh | SRC1 inh | TROY NFkB inh | EBV LMP1 NFkB | NOD2 RIPK2 PPI | Vif inh | SRC2 inh | LRH-1 inv ag
31) Clc1ccccc1-c1nn2c(COc3ccccc3)nnc2s1
    16 | -1 | -4 | 5 | 10 | 2 | 17 | -7 | / | 15 | -16
32) Cc1cc(OCC(O)CNC(C)c2ccccc2)ccc1C(C)C (stereo unspecified)
    0 | -4 | 4 | 15 | 1 | -19 | -9 | 13 | -5 | 1 | -5
33) O=C(c1ccccc1)N1CCn2c1nc1ccccc12
    -3 | -7 | 3 | -18 | -6 | -39 | -7 | 4 | 2 | -55 | -16
34) C=C1C(=O)OC2C1C(OC(=O)C(C)=CC)CC(=C)C1C(O)C3OC3(C)C21O (stereo unspecified)
    -6 | -10 | -4 | 3 | 0 | 12 | 10 | 7 | 3 | 29 | -9
35) COc1cc(C(=O)OCCN2CCCCC2)ccc1O
    -1 | 5 | -3 | 2 | 9 | 6 | -2 | -7 | 0 | -4 | -7
36) Cc1ccc(CNC(=O)c2cnc(-c3ccccn3)nc2C(F)(F)F)cc1
    16 | 0 | 17 | 11 | 4 | -20 | -4 | 7 | -10 | -24 | -2
37) Nc1ccccc1SCC(=O)N1CCc2ccccc21
    5 | -8 | -18 | -28 | -41 | -13 | -34 | 4 | -2 | -65 | -43
38) O=C(NCSC1=NCCS1)c1ccccc1
    -7 | 9 | 14 | 18 | -18 | 8 | -6 | 8 | 18 | 0 | 0
39) COc1ccc(OC)c(NC(=O)C2=C(C)NC(=O)NC2c2cccs2)c1 (stereo unspecified)
    0 | -9 | 1 | 14 | -4 | 13 | -7 | -10 | 7 | 19 | 6
40) Cn1nnc(NC(=O)/C=C/c2ccco2)n1
    0 | / | -5 | 8 | -8 | -6 | / | -5 | -6 | 1 | -10
41) CCN(C[C@H]1N[C@@](C)(C(=O)OC)[C@H]2C(=O)N(Cc3ccccc3)C(=O)[C@@H]12)C(=O)C1CCCCC1
    3 | 7 | -7 | 10 | -11 | -6 | 9 | -7 | 6 | 11 | 14
42) N#Cc1c(-c2ccc3c(c2)OCO3)ccn2nc(-c3cccc(C(F)(F)F)c3)nc12
    8 | 3 | -3 | 1 | -8 | -13 | -20 | -6 | ? | -29 | 3
43) CCNC(=O)c1oc2c(c1C)C(=O)CC(C)(C)C2
    -9 | 6 | -12 | 5 | 5 | -4 | -7 | -6 | -4 | 9 | 10
44) COc1ccc2c(c1)C=C([C@@H]1C[C@H]3CN(c4ccccc4)C(=O)[C@]34CCCN14)CO2
    -1 | 1 | -7 | 5 | 20 | 11 | 18 | -5 | 9 | -49 | 11
45) COc1ccccc1N(CC(=O)N/N=C/c1ccc(C(=O)O)cc1)S(=O)(=O)c1ccc(C)cc1
    1 | 3 | -1 | 6 | 2 | 5 | -6 | -14 | / | 19 | -6

Going on with the list:
Results follow in this order: TRAIL sens C8 | TLR9-MyD88 inh | COUP-TFII inh | SRC3 inh | SRC1 inh | TROY NFkB inh | EBV LMP1 NFkB | NOD2 RIPK2 PPI | Vif inh | SRC2 inh | LRH-1 inv ag
46) CS(=O)(=O)Nc1cccc2cccnc12
    -4 | 7 | -1 | -1 | -13 | 6 | -11 | -16 | 43 | -42 | -14
47) CCOC(=O)C(=O)Nc1cc(C(=O)OC)cc(C(=O)OC)c1
    0 | 0 | -5 | 11 | 6 | 15 | -13 | -4 | 8 | -7 | 9
48) COC(=O)c1ccc(OCC2c3cc(OC)c(OC)cc3CCN2C(=O)c2ccco2)cc1 (stereo unspecified)
    18 | -1 | -18 | 21 | 13 | 24 | 2 | -14 | 69* | 16 | 43
49) CCCC1(C(=O)OC)NC(c2cc(OC)c(OC)c(OC)c2)C2C(=O)N(CC)C(=O)C21 (stereo unspecified)
    -7 | 0 | 18 | -11 | -21 | -4 | 4 | -10 | 2 | 5 | -12
50) Cc1cccc(NCc2cccc3ccccc23)n1
    27 | -13 | 17 | -27 | -22 | -20 | 1 | -4 | -7 | -6 | -41
51) COc1ccc(-c2noc(-c3cc(C)cc(C)c3)n2)cc1OC
    -9 | 0 | -3 | -10 | -11 | -27 | 9 | -5 | 3 | 0 | 3
52) O[C@@H]1C[C@H](c2ccc(Cl)cc2)N(Cc2cccs2)C[C@H]1n1cc(C2CC2)nn1
    1 | 9 | 0 | -12 | -3 | -19 | -7 | 4 | -9 | -11 | 13
53) Fc1ccc2cnc(C3=CCCCC3)cc2c1
    -25 | -6 | -31 | -52 | -47 | -67 | -14 | -14 | 18 | -85 | -47
54) CC(Oc1ccccc1F)C(=O)NNC(=O)c1ccc(F)c(S(=O)(=O)N2CCOCC2)c1 (stereo unspecified)
    -5 | -9 | 4 | 5 | -2 | -3 | -18 | 4 | 3 | -20 | 5
55) O=C(Cc1ccccc1F)Nc1nc(-c2cccs2)cs1
    13 | 5 | -16 | -39 | -34 | -20 | -11 | -2 | -1 | -27 | -68
56) CCN(CC)CC(=O)Nc1nc(-c2ccc(Cl)cc2)cs1
    -14 | -11 | -12 | -1 | -41 | -25 | -6 | 6 | -11 | -7 | -35
